Compound activity deposited in PubChem by The Scripps Research Institute Molecular Screening Center.
PAFAH1B3 inh: blocks human PAF acetylhydrolase 1B catalytic subunit 3; inhibition, % at 3.39 µM; recombinant PAFAH1B3, FP-rhodamine probe, fluorescence polarization; Q15102; actives 0.28% (n = 340,000);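 active = inhibition above the screen-wide average of all tested compounds plus 3 SD, cut at about 25% in these data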;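 note: 0% = enzyme with DMSO only and 100% = wells lacking PAFAH1B3 protein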
PREPL inh: inhibitors of human prolyl oligopeptidase-like enzyme PREPL. inhibition, % at 5.96 µM. recombinant PREPL, fluorescence polarization activity-based probe. actives 0.68% (n = 320,000); in the data active = inhibition above about 43%;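 note: 0% = enzyme with DMSO and 100% = wells lacking enzyme; many of its hits are not listed in these tables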
Target sequence (Q4J6C6 whole entry, looked up): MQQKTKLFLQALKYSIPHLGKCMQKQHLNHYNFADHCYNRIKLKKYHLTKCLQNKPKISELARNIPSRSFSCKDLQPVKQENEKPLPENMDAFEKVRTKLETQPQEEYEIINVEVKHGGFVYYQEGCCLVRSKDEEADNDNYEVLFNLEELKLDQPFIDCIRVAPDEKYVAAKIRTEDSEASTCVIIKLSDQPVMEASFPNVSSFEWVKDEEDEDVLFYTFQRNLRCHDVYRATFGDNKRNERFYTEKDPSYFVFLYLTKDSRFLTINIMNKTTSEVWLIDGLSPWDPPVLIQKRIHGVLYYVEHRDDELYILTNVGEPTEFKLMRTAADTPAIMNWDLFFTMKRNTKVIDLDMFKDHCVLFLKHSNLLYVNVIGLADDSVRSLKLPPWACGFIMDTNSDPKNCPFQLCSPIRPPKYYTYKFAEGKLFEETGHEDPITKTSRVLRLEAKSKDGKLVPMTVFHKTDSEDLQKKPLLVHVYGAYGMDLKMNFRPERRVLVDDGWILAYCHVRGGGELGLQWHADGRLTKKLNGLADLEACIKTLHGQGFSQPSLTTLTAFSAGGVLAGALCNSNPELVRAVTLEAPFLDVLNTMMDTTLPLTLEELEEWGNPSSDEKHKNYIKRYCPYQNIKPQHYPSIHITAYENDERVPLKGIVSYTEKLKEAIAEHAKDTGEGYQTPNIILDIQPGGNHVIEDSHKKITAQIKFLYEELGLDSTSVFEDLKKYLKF
PAD4 inh: inhibitors of human PAD4; actives 0.41% (n = 330,000); AID 485272; inhibition, % at 6.36 µM; recombinant PAD4, RCA probe fluorescence polarization; Q9UM07;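 active = percent inhibition above a cutoff equal to the mean of all tested compounds plus 3 SD, cut at about 15% in these data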;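 note: 0% = PAD4 with RCA probe and DMSO and 100% = probe without PAD4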
LYPLA1 inh: counter-screen for PME1 inhibitors: inhibitors of human LYPLA1; actives 0.16% (n = 320,000); inhibition, % at 5.9 µM; O75608; recombinant LYPLA1, FP-Rh probe fluorescence polarization;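 active = inhibition above the mean of all tested compounds plus 3 SD, set per campaign, cut at about 14% in these data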;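 note: inhibitors block serine hydrolase probe labeling of LYPLA1 so polarization falls; 0% = enzyme with DMSO and 100% = wells lacking LYPLA1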
ZTA counter: counter-screen for EBNA-1 inhibitors: inhibitors of Epstein-Barr virus ZTA. P03206. ZTA-DNA binding, fluorescence polarization. actives 0.15% (n = 320,000). inhibition, % at 11 µM; in the data active = inhibition above about 33%
Target sequence (P03206 whole entry, looked up): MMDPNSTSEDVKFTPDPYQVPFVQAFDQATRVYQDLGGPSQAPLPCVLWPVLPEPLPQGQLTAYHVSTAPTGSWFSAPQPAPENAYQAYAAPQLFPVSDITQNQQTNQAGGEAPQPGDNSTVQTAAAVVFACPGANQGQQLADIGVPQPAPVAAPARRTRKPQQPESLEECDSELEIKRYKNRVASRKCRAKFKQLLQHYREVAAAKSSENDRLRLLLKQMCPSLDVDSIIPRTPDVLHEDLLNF
LYPLA2 inh: blocks human lysophospholipase 2, a PME1 counter-screen; AID 2177; recombinant LYPLA2, FP-Rh probe fluorescence polarization; actives 0.38% (n = 320,000); inhibition, % at 5.9 µM;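 active = inhibition above the screen-wide mean plus 3 SD, limit set per campaign, cut at about 26% in these data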;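 note: 0% = LYPLA2 with DMSO and 100% = wells lacking LYPLA2 enzyme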
PAFAH2 inh: PAFAH2 (human) inhibition; actives 0.99% (n = 340,000); Q99487; recombinant PAFAH2, FP-rhodamine activity probe, fluorescence polarization; inhibition, % at 3.39 µM;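 active = inhibition above the mean over all tested compounds plus 3 SD, cut at about 30% in these data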;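 note: inhibitors block probe labeling of enzyme so polarization drops; 0% = enzyme with DMSO and 100% = wells lacking PAFAH2 protein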
EBNA-1 inh: blocks EBNA-1 binding to DNA; EBNA-1 DNA binding, fluorescence polarization; actives 0.34% (n = 300,000); inhibition, % at 14.8 µM; in the data active = inhibition above about 28%
GSTO1 counter: counter-screen for RBBP9 inhibitors: inhibitors of human GSTO1; P78417; recombinant GSTO1, activity-based probe fluorescence polarization; inhibition, % at 5.96 µM; actives 1.1% (n = 300,000);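 active = inhibition above the campaign mean inhibition plus 3 SD, cut at about 35% in these data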;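 note: 0% = GSTO1-1 with DMSO and 100% = wells lacking GSTO1-1 enzyme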
Starred values were filed as active, the others as inactive; . = not tested or not shown. Not all compounds are listed (hit frequency here may not be typical).

Value order – PAFAH2 inh | ZTA counter | LYPLA2 inh | GSTO1 counter | PREPL inh | EBNA-1 inh | PAFAH1B3 inh | LYPLA1 inh | PAD4 inh
CC(C)(C)c1ccc(S(=O)(=O)N2CCN(C3CCCC3)CC2)cc1
 : -7 | -7 | -7 | -1 | 3 | 2 | 3 | -1 | 5
Cc1nnc(SCC(=O)Nc2ccc(F)cc2F)n(N)c1=O
 : -3 | 4 | -3 | 8 | -6 | 2 | 8 | -2 | -2
O=C(NCc1ccncc1)c1ccc(OCc2ccccc2)cc1
 : -1 | 9 | 3 | 0 | 3 | 18 | 1 | -1 | 0
CCOc1ccc(N2C(=O)CC(NCc3ccc(S(N)(=O)=O)cc3)C2=O)cc1 (configuration not stated)
 : -7 | 29 | 4 | 4 | -7 | 12 | 4 | 0 | -3
CCC(c1nnnn1Cc1ccc2c(c1)OCO2)N1CCN(CC)CC1 (configuration not stated)
 : 11 | 0 | 0 | 4 | -109 | -5 | 14 | 0 | -2
Cc1ccc(-n2c(SCC(=O)N(C)C3CCS(=O)(=O)C3)nc3ccccc3c2=O)c(C)c1 (configuration not stated)
 : 8 | . | . | . | 53* | . | 14 | . | 0
COc1ccc(CCNC(=O)c2sc3nc4n(c(=O)c3c2C)CCC4)cc1
 : -2 | 12 | 1 | 8 | 21 | 7 | 3 | 2 | -2
Cc1sc2ncnc(SCC(=O)N3CCCC(C(F)(F)F)C3)c2c1C (configuration not stated)
 : -6 | 1 | -2 | -5 | 3 | 7 | 7 | -2 | -4
COc1ccc(NC(=S)N2CCC(NC(=O)c3ccc(OC)cc3)CC2)cc1
 : -2 | 8 | -9 | 6 | 5 | -14 | 1 | -5 | -1
CCC(=O)N1CCc2cc(Br)cc(S(=O)(=O)NCCCN(CC)Cc3ccccc3)c21
 : 0 | 14 | -9 | 1 | 20 | 5 | 7 | -1 | 3
COC(=O)c1ccc(-c2nc(CN3CCC(C(=O)N4CCOCC4)CC3)c(C)o2)cc1
 : -9 | -8 | 2 | -2 | -4 | 3 | 3 | 0 | -2
CCOC(=O)C1CCN(C(=O)C2CC(=O)N(c3ccc4c(c3)OCCO4)C2)CC1 (configuration not stated)
 : -5 | 4 | -6 | -2 | 3 | -6 | -1 | -2 | -2
CN(C)C(/C=C/Nc1cccc(Br)c1)=C(C#N)C#N
 : . | -20 | 1 | 4 | 17 | -3 | . | 1 | -3
N#Cc1cccc(C(=O)OCC(=O)c2ccc3c(c2)NC(=O)CO3)c1
 : 5 | -2 | 4 | 6 | 2 | 18 | 5 | -2 | -1
CCc1noc(C)c1C(=O)OCC(=O)N1CCc2ccccc21
 : 2 | -5 | 5 | . | 17 | . | 5 | -1 | -2
CCN1CCCC1CNC(=O)c1csc2c1CCCC2 (configuration not stated)
 : 0 | 12 | 2 | 2 | -1 | -3 | -4 | 0 | -3
Cc1onc(-c2ccccc2)c1C(=O)Nc1ccc(Cl)c(S(=O)(=O)N2CCOCC2)c1
 : 2 | -18 | 4 | . | 16 | . | 0 | 3 | 2
COc1ccccc1NC(=O)c1c(N=Cc2cccc([N+](=O)[O-])c2)cnn1C
 : . | -3 | -3 | 5 | 19 | 0 | . | -1 | -1
COCCNC(=O)c1ccccc1NC(=O)c1ccccc1N(C)S(=O)(=O)c1ccccc1
 : 0 | -6 | 1 | 4 | 3 | 3 | -6 | 2 | 2
CCOC(=O)CC1C(=O)NCCN1S(=O)(=O)c1ccc(F)cc1 (configuration not stated)
 : -2 | 2 | 2 | 4 | -2 | -6 | 7 | 1 | -1
Cc1ccnc(NC(=O)COc2ccc3oc4c(c3c2)CCCC4)c1
 : -8 | 5 | -2 | 3 | -12 | -13 | -2 | -7 | -6
CCOC(=O)N1CCN(C(=O)COc2ccc(S(=O)(=O)NC(C)C)cc2)CC1
 : -4 | 21 | -3 | 6 | -3 | 9 | 5 | 2 | -1
Cc1ccc(C(=O)OCC(=O)Nc2ccc3c(c2)OCO3)cc1S(=O)(=O)N1CCOCC1
 : 74* | -2 | 0 | 3 | 10 | -7 | 4 | -1 | -3
O=C(c1cnc2ccccn2c1=O)N1CCCc2ccccc21
 : -8 | 17 | -6 | -7 | 3 | 5 | 8 | -2 | -4
COc1ccccc1NC(=O)CSc1nnc(Cc2cc(=O)[nH]c(=O)[nH]2)n1-c1ccccc1
 : 2 | -27 | 10 | 5 | -29 | -16 | 7 | 2 | -6
CN(C(=O)COC(=O)CNC(=O)c1ccccc1F)C1CCCCC1
 : 4 | -4 | 3 | 1 | -1 | -5 | 4 | 3 | -1
CC(=O)c1cccc(OCC(=O)N(C)CC(=O)Nc2ccc(F)cc2)c1
 : . | -4 | 0 | -6 | 3 | 3 | . | -4 | 3
O=C(Nc1cccnc1Cl)c1cc(-c2cccc(O)c2)on1
 : -11 | 16 | -25 | -5 | -17 | 2 | -17 | -14 | -8
O=c1c(C(c2ccc(O)cc2)c2c(O)nc3n(c2=O)CCCS3)c(O)nc2n1CCCS2
 : 13 | 3 | -4 | 7 | 14 | -10 | 11 | -1 | -4
O=C(NCc1cccnc1)C1CCCN1S(=O)(=O)c1ccc(Cl)cc1 (configuration not stated)
 : 2 | 4 | -2 | -6 | -5 | 13 | 14 | -1 | 0

Some of these compounds in order of the EBNA-1 inh value, lowest first:
SMILES	EBNA-1 inh
COc1ccccc1NC(=O)CSc1nnc(Cc2cc(=O)[nH]c(=O)[nH]2)n1-c1ccccc1	-16
CCC(c1nnnn1Cc1ccc2c(c1)OCO2)N1CCN(CC)CC1 (configuration not stated)	-5
CCOC(=O)N1CCN(C(=O)COc2ccc(S(=O)(=O)NC(C)C)cc2)CC1	9

More compounds:
Value order – PAFAH2 inh | ZTA counter | LYPLA2 inh | GSTO1 counter | PREPL inh | EBNA-1 inh | PAFAH1B3 inh | LYPLA1 inh | PAD4 inh
C=CCN1C(=O)C2C(C(=O)NCc3ccccc3)C3(C)C=CC2(O3)C1C(=O)NC(C)(C)C (configuration not stated)
 : 7 | -9 | 1 | 6 | 6 | -10 | 3 | 3 | -3
O=C(COC(=O)c1ccccc1C(=O)c1ccc(Cl)cc1)NCC1CCCO1 (configuration not stated)
 : 9 | -15 | 0 | 7 | -2 | -4 | 7 | 0 | -4
CN1CCN(c2ccc(NC(=O)c3ccco3)cc2Cl)CC1
 : 0 | 5 | -3 | 0 | -3 | 7 | 5 | -2 | -2
CC(C)(C)c1ccc(OC(=O)c2ccc(-n3cncn3)nc2)cc1
 : . | -17 | 5 | 14 | -2 | -17 | . | 5 | 0
CCOC(=O)[C@@H]1[C@H]2COc3cc(OC)ccc3[C@H]2N2C(=O)N(c3cccc(Cl)c3)C(=O)[C@@]12C
 : 0 | 5 | -8 | -2 | -80 | -5 | -10 | -3 | -3
Cc1cc(NC(=O)Cc2ccccc2)no1
 : 3 | -8 | -5 | -3 | 23 | -11 | 4 | -4 | 14
CC1CCCN(C(=O)COC(=O)C2CCN(S(=O)(=O)c3c(Cl)cccc3Cl)CC2)C1 (configuration not stated)
 : 4 | 8 | 0 | 1 | 6 | -7 | -2 | 0 | 1
CC(=O)c1cc(NC(=O)c2cccc(C(F)(F)F)c2)c(=O)oc1/C=C/N(C)C
 : 8 | 2 | -8 | 4 | 2 | -5 | 4 | -4 | 0
Cc1ccc(NC(=S)Nc2ccc3cn[nH]c3c2)c(C)c1
 : 0 | 3 | -1 | 5 | 6 | -6 | -1 | 2 | -8
CCOC(=O)c1cnc(SC)nc1Oc1cccc(NS(=O)(=O)c2ccc(C)cc2)c1
 : -2 | 8 | -2 | 2 | 1 | 2 | 7 | -3 | 2
Cc1cc(NC(=O)CSc2ccc3nnc(-c4ccccc4)n3n2)no1
 : 7 | -13 | -3 | -6 | -9 | -3 | 9 | -2 | 1
CSc1nc2sc3c(c2c(=O)[nH]1)CCCC3
 : 2 | 6 | -1 | -25 | -7 | 4 | 1 | 0 | -1
O=C(O)c1nc2nc(Cl)c(Cl)nc2[nH]1
 : -1 | 1 | -1 | -12 | 9 | 12 | -2 | 0 | -2
O=C(/C=C/c1ccccc1)c1cc(Br)ccc(=O)c1O
 : 37* | 5 | 6 | 20 | 11 | -3 | 12 | -3 | -1
COc1ccc(NC(=O)/C(Cl)=C(/Cl)S(=O)Cc2ccccc2)cn1 (configuration not stated)
 : 8 | 0 | 1 | -9 | -4 | 1 | 3 | -1 | 4
Cc1cccc(Nc2nc(NCc3ccco3)nc(N)c2[N+](=O)[O-])c1
 : 1 | 18 | 2 | -1 | 5 | 18 | 4 | 1 | -4
O=C(CCCn1c(=O)[nH]c2cc(Cl)ccc2c1=O)NCCN1CCN(c2ccccc2)CC1
 : 3 | -7 | 5 | 2 | -18 | -6 | 8 | 4 | 0
N#CCCCSc1nnnn1-c1cccc(Cl)c1
 : -4 | -17 | 3 | 2 | -3 | -6 | 10 | 1 | 2
CC(O)CCC(=O)NNC(=S)Nc1ccccc1 (configuration not stated)
 : 0 | -1 | 0 | -2 | -1 | -1 | 1 | -2 | 1
COc1cc(/C=N/NC(=O)CC2C(=O)NN=C2C)ccc1O (configuration not stated)
 : 4 | 4 | -9 | 7 | 5 | -6 | 9 | -1 | -4
COCCNC(=O)/C(C#N)=C/c1ccc(N2CCOCC2)o1
 : 2 | 2 | 3 | 6 | 4 | 1 | 3 | 0 | -11
CCCCn1c(/N=C/c2cc(OC)ccc2O)nc2ccccc21
 : 4 | -8 | 5 | 4 | 0 | -12 | 5 | 3 | 1
CSc1ccccc1OCc1cc(C(=O)N2CCC(c3ccncc3)CC2)no1
 : -1 | -2 | 18 | -2 | -7 | 7 | 1 | 4 | -2
O=C(Nc1cc(Cl)cc(Cl)c1)Nc1cnccn1
 : -37 | -7 | -27 | -3 | -11 | 1 | -22 | -15 | 4
CC1CCN(C(C(=O)O)c2ccccc2)CC1 (configuration not stated)
 : . | 5 | -3 | 3 | 3 | 9 | . | -3 | 0
COC(=O)c1ccc(NC(=O)c2ccccc2SC)cc1
 : -8 | -5 | -1 | 11 | 1 | -3 | 6 | -2 | 1
O=C(CN1CCN(c2ncccn2)CC1)NCc1ccccc1
 : -2 | 5 | -4 | 2 | -6 | 2 | 6 | -7 | 0
O=C(Nn1c(-c2ccccc2)nc2ccccc2c1=O)c1ccco1
 : 3 | -2 | 2 | 4 | 7 | 15 | 8 | -1 | -2
Cc1ccc(S(=O)(=O)N(Cc2cccnc2)Cc2cc3ccccc3[nH]c2=O)cc1
 : -13 | -14 | -3 | -2 | -7 | -15 | 10 | 1 | -1
Cc1ccc2[nH]cc(C(=O)CN3CCOCC3)c2c1
 : -2 | 1 | -9 | -1 | 16 | -2 | -2 | -5 | -4
Cc1cc([N+](=O)[O-])nn1CC(=O)NC1CCCCC1
 : 3 | -19 | 7 | -1 | 5 | 0 | 9 | 3 | 2
Cc1cc(=O)oc2cc3c(cc12)OCO3
 : 4 | 0 | 2 | 6 | -3 | 4 | 9 | -1 | -5
O=C(NC(=S)Nc1ccccc1)c1ccc(Br)o1
 : 5 | 19 | 0 | 14 | 4 | 16 | 2 | 0 | -4
Cc1ccc(C)c(OCCC(=O)OCC(=O)NC(=O)NCc2ccccc2)c1
 : 7 | -6 | 4 | -6 | 5 | 11 | 4 | 3 | 2
COC(=O)c1c(NC(=O)CN(C)CC(=O)Nc2ccc(C)cc2)sc2c1CCC(C)C2 (configuration not stated)
 : -3 | -11 | 0 | . | 6 | . | 4 | 3 | -2
CC(Oc1ccccc1)C(=O)Nc1ccc(S(=O)(=O)NCC2CCCO2)cc1 (configuration not stated)
 : 5 | 6 | 2 | 7 | 2 | 2 | 3 | -3 | -2
